# Bioassay records: PubChem BioAssay, several laboratories
# NCOA2 inhibitor = inhibition of GAL4-SRC2 driven luciferase reporter, primary screen, SRC2 inhibitor project, cell-based, luminescence. Nuclear receptor coactivator 2 (Homo sapiens), Q15596. AID 651957, 2012. 0.17% of 370,000 active. HEK293 GAL4-SRC2 luciferase reporter. inhibition, % at 9 µM;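 active means inhibition above the mean inhibition of all tested compounds plus 3 SD, set per campaign, cut at about 52% in these data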;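 further: 0% = DMSO treated cells and 100% = cells given Gossypol at 36 µM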
# TLR9-MyD88 inh = inhibitors of TLR9-MyD88 association in cells, primary screen, cell-based, CHO, BLA complementation, fluorescence | CCF4 FRET ratio | 0.21% of 340,000 active | Toll-like receptor 9 (Homo sapiens) + Myeloid differentiation primary response protein … | inhibition, % at 4.98 µM | AID 504734, 2011;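 active means inhibition above the mean over all tested compounds plus 3 SD, cut at about 21% in these data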;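 further: 0% = DMSO only wells and 100% = clavulanate BLA inhibitor control wells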
# Granule exo inh = LAMP-1 surface exposure blockers, TALL-104 cells – cell-based, flow cytometry, MLPCN library, primary screen | TALL-104 LAMP-1 surface exposure; cells stimulated with thapsigargin and PMA | inhibition, % at 10 µM | 0.66% of 360,000 active;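 active means inhibition above about 55%, limit read from the data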
# TWEAK-Fn14 inh = inhibitors of TWEAK-Fn14 signaling, primary screen, luciferase reporter cells, uHTS; TWEAK-stimulated Fn14 reporter cells, luciferase luminescence, 8 h; inhibition, % at 10 µM; 2% of 360,000 active; AID 1159606, 2016; in the data active means inhibition above about 50%
# NCOA3 inh = SRC3 coactivator transcriptional activity inhibitors, primary screen, cell-based, luminescence; HEK293 GAL4-SRC3 luciferase reporter; inhibition, % at 3.6 µM; 0.17% of 360,000 active; Nuclear receptor coactivator 3 (Homo sapiens), Q9Y6Q9;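 active means inhibition above a per-campaign cutoff, the mean of all compounds plus 3 SD, cut at about 60% in these data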;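 further: 0% = DMSO-treated cells and 100% = gossypol-treated cells at 36 µM; higher means less SRC3-driven luciferase light from the GAL4 reporter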
# NOD2 RIPK2 PPI = NOD2-RIPK2 binding disruptors in cells, primary screen, fluorescence, CHO cells, BLA complementation; Receptor-interacting serine/threonine-protein kinase 2 (Homo sapiens), O43353; CCF4 ratio; inhibition, % at 4.98 µM; 0.38% of 360,000 active; in the data active means inhibition above about 21%;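 further: 0% = vehicle only and 100% = reference blocker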
# ABHD5-PLIN5 inh = ABHD5-PLIN5 interaction inhibitors, primary screen, cell lysate, split luciferase complementation, luminescence | Perilipin-5 (Homo sapiens) + 1-acylglycerol-3-phosphate O-acyltransferase ABHD5 (Homo … | AID 602281, 2012 | Split G. princeps luciferase complementation, 4 h | 0.78% of 360,000 active | inhibition, % at 4 µM;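 active means inhibition above the mean inhibition across every tested compound plus 3 SD, cut at about 22% in these data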;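 further: 0% = DMSO only wells and the 100% control is not disclosed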
# SRC1 inh = SRC1 coactivator transcriptional activity inhibitors, primary screen, cell-based, luminescence; AID 588354, 2011; HEK293 GAL4-SRC1 luciferase reporter; 0.12% of 360,000 active; inhibition, % at 3.6 µM; Nuclear receptor coactivator 1 (Homo sapiens), Q15788;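 active means inhibition above the campaign mean plus 3 SD, with each screening campaign given its own cutoff, cut at about 60% in these data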;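 further: 0% = DMSO treated cells and 100% = gossypol at 36 µM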
# NR2F2 inh = NR2F2 transcriptional activity inhibitors, primary screen, cell-based, luciferase reporter, HEK293T, luminescence; HEK293T NGFI-A luciferase reporter; inhibition, % at 8.6 µM; 0.7% of 370,000 active; AID 686940, 2013;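 active means inhibition above a per-plate cutoff, mean inhibition of test wells between control levels plus 3 SD, cut at about 38% in these data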;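 further: cells cotransfected with COUP-TFII expression vector driving the NGFI-A reporter; 0% = median of COUP-TF2 test wells and 100% = reporter-only cells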
# NR5A2 inv ag = LRH-1 (NR5A2) inverse agonists, primary screen, cell-based, luminescence, HEK293T, StAR-luciferase reporter; LRH-1 transfected, 24 h; inhibition, % at 3.6 µM; Nuclear receptor subfamily 5 group A member 2 (Homo sapiens), O00482; 0.13% of 360,000 active;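 active means inhibition above the mean inhibition of all tested compounds plus 3 SD, cut at about 73% in these data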;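 further: 0% = DMSO wells and 100% = reporter-only cells lacking LRH-1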
# TROY signal inh = inhibitors of TROY-driven NF-kB signaling, primary screen, Q293 LMP1-TROYcd cells, NF-kB luciferase, uHTS; Q293 LMP1-TROYcd NF-kB luciferase reporter, 4 h; inhibition, % at 10 µM; 0.98% of 360,000 active; AID 1347056, 2019;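 active means compounds whose plate-normalised and pattern-corrected inhibition of the luciferase reporter signal at the single screening dose is 50% or more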
# * hit, by the source's call; / = not tested or not shown.
SMILES,NCOA2 inhibitor,TLR9-MyD88 inh,Granule exo inh,TWEAK-Fn14 inh,NCOA3 inh,NOD2 RIPK2 PPI,ABHD5-PLIN5 inh,SRC1 inh,NR2F2 inh,NR5A2 inv ag,TROY signal inh
Cc1ccc(S(=O)(=O)N2CCN(C(=O)COC(=O)/C=C/c3ccccc3F)CC2)c(C)c1,-21,8,-9,-7,-9,4,-7,-105,-7,12,-15
CO[C@H]1CN(C)C(=O)c2cc(NC(=O)C3CCOCC3)ccc2OC[C@H](C)N(Cc2nccs2)C[C@H]1C,-28,/,1,/,/,-4,-3,/,-9,10,/
Cc1ccc2c(c1)C(C)(C)[C@]1(C)NC(=O)CCN21,-13,-2,5,-12,3,-6,1,-16,-18,-20,5
Brc1ccc2cccnc2c1,3,-12,3,8,0,-11,3,4,8,0,1
O=C(N/N=C\c1c(F)c(F)c(F)c(F)c1F)c1ccc(-c2ccccc2)cc1,3,-6,3,2,-21,-1,0,2,-1,8,-5
CCN(CC)c1ccc(/C=N/NC(=O)c2cccc(S(=O)(=O)Nc3ccccc3OC)c2)cc1,-5,10,1,-2,-6,5,-7,9,-9,24,10
O=C(Nc1ccccc1O)c1cccc(S(=O)(=O)Nc2ccccc2O)c1,17,-6,-1,13,23,-7,2,-1,7,10,12
CN(C)c1nc(N)nc(Nc2ccccc2C#N)n1,-13,-5,1,1,-11,2,6,-8,8,-7,2
S=c1nc(-c2ccccc2)c(-c2ccccc2)n[nH]1,-12,-8,0,5,13,-2,-1,-4,5,-6,6
CCCCN1C(=O)C(CC(=O)NCC2CCCCC2)CC(C(=O)N(CC)CC)=C1C (stereo not given),-14,-4,0,6,-5,6,-2,3,1,3,-12
O=C(CCNC(=O)C1CCN(S(=O)(=O)c2ccccc2)CC1)NCc1ccc(Cl)cc1Cl,6,-1,-8,6,-5,-9,1,10,6,19,13
CCC(O)(CC)C(=O)NN(C(=O)CCl)c1ccccc1,12,7,2,23,11,5,4,8,-9,18,2
O=C(CCn1nc(-c2ccccc2)ccc1=O)N1CCOCC1,-5,-10,1,10,0,0,-4,-4,-4,-18,-4
Cc1ccc(NC(=O)c2cccc(C(=O)Nc3ccc(C)cc3C(=O)O)c2)c(C(=O)O)c1,-6,2,-4,18,8,-1,8,0,17,3,27
COc1ccc(Cl)cc1NC(=O)c1cccc(N2C(=O)C3CC=CCC3C2=O)c1 (stereo not given),12,2,-5,2,9,3,-1,11,15,-10,3
COC(=O)c1ccc(NC(=O)CNC(=O)C2CCCCC2)cc1,-19,10,-1,3,-18,-8,-5,0,5,-13,-18
COc1ccccc1C(=O)N1CCN=C1SC,-34,1,2,-17,10,-4,8,-7,-8,16,1
CCN(C(=O)COC(=O)C(C)(C)Oc1ccc(Cl)cc1)c1c(N)n(Cc2ccccc2)c(=O)[nH]c1=O,-7,-2,3,13,-13,-2,-15,-4,-16,9,5
CCn1c2ccccc2c2cc(NC(=O)CNCC3CCCO3)ccc21 (stereo not given),8,-2,4,-9,20,-1,6,0,34,19,-4
CCC(C)Sc1nc(O)cc(=O)[nH]1 (stereo not given),6,4,-2,2,10,-6,-3,-7,-4,1,-9
CCN(CC)CCNC(=O)c1c(O)c2cc(OC)c(OC)cc2[nH]c1=O,-4,-2,-3,-18,5,-5,3,-22,-4,2,-29
O=C1OC(/C=C/c2ccc(Cl)cc2Cl)=NC/1=C\c1cccs1,-7,-5,0,-5,21,-3,2,-6,9,-12,-28
COc1ccc(OCC(=O)c2c(O)c3ccccc3oc2=O)cc1,/,2,7,-6,3,-1,-1,-28,/,-2,30
O=C(COC(=O)CCCSc1nc2ccccc2[nH]1)Nc1ccc(Cl)cc1,1,12,1,-7,15,18,-2,-20,6,25,3
CN(C)S(=O)(=O)c1cccc(NC(=O)COc2ccccc2C(=O)Nc2ccccc2)c1,-9,-2,-5,51*,-1,-3,-9,-1,1,7,39
CCC(C)NC(=O)C1CCN(S(=O)(=O)c2cccnc2)CC1 (stereo not given),-18,-10,2,-13,15,4,3,-6,-4,2,2
O=C(NCCc1ccccc1)[C@@H]1CC=C[C@@H]2CCN(Cc3ccc(Cl)c(Cl)c3)C(=O)[C@@H]21,-13,0,-6,31,3,12,-1,2,5,-6,20
CC(=O)CCC(=O)CNC(=O)CC[C@H]1O[C@@H](n2ccc(=O)[nH]c2=O)[C@H](O)[C@@H]1O,-11,/,-5,5,14,-8,8,16,-8,12,0
COc1ccccc1CCCNC(=O)C1CCC(=O)N(CCc2cccc(F)c2)C1 (stereo not given),-27,-12,0,-5,4,1,4,-10,9,-23,-11
Cc1cc2oc(=O)cc(CN3CCOCC3)c2c(C)c1Cl,-15,-5,-6,3,-18,9,9,-21,-2,4,-11
O=C(O)c1ccc(OS(=O)(=O)c2ccc(Cl)s2)c(Cl)c1,10,-3,-2,-7,5,-13,0,-7,-19,-5,0
COc1ccc(-c2csc3ncnc(N4CCN(S(=O)(=O)c5ccccc5C#N)CC4)c23)cc1,14,0,0,0,11,12,-8,-1,9,-3,-3
CCC1CCCCN1C(=O)N[C@@H](Cc1ccccc1)C(=O)O (stereo not given in full),-9,2,-4,10,8,5,1,-9,6,2,-14
O=C(Nc1ccccc1Cl)N1CCN(C/C=C/c2ccccc2)CC1,16,5,4,-9,13,-10,5,1,10,-7,20
Cn1c(=O)c2c(nc(CN3CCN(Cc4ccccc4)CC3)n2Cc2cccc(Cl)c2)n(C)c1=O,-9,-3,0,8,8,13,3,8,-4,-18,8
CC1CN(C(=S)SCC(=O)c2ccccc2)CC(C)O1 (stereo not given),-14,-8,-2,3,-14,2,-5,-28,-4,12,-38

# As a working copy, 13 of the compounds above.
SMILES,NCOA2 inhibitor,TLR9-MyD88 inh,Granule exo inh,TWEAK-Fn14 inh,NCOA3 inh,NOD2 RIPK2 PPI,ABHD5-PLIN5 inh,SRC1 inh,NR2F2 inh,NR5A2 inv ag,TROY signal inh
Cc1ccc(S(=O)(=O)N2CCN(C(=O)COC(=O)/C=C/c3ccccc3F)CC2)c(C)c1,-21,8,-9,-7,-9,4,-7,-105,-7,12,-15
CO[C@H]1CN(C)C(=O)c2cc(NC(=O)C3CCOCC3)ccc2OC[C@H](C)N(Cc2nccs2)C[C@H]1C,-28,/,1,/,/,-4,-3,/,-9,10,/
Cc1ccc2c(c1)C(C)(C)[C@]1(C)NC(=O)CCN21,-13,-2,5,-12,3,-6,1,-16,-18,-20,5
Brc1ccc2cccnc2c1,3,-12,3,8,0,-11,3,4,8,0,1
O=C(N/N=C\c1c(F)c(F)c(F)c(F)c1F)c1ccc(-c2ccccc2)cc1,3,-6,3,2,-21,-1,0,2,-1,8,-5
CCN(CC)c1ccc(/C=N/NC(=O)c2cccc(S(=O)(=O)Nc3ccccc3OC)c2)cc1,-5,10,1,-2,-6,5,-7,9,-9,24,10
O=C(Nc1ccccc1O)c1cccc(S(=O)(=O)Nc2ccccc2O)c1,17,-6,-1,13,23,-7,2,-1,7,10,12
CN(C)c1nc(N)nc(Nc2ccccc2C#N)n1,-13,-5,1,1,-11,2,6,-8,8,-7,2
S=c1nc(-c2ccccc2)c(-c2ccccc2)n[nH]1,-12,-8,0,5,13,-2,-1,-4,5,-6,6
CCCCN1C(=O)C(CC(=O)NCC2CCCCC2)CC(C(=O)N(CC)CC)=C1C (stereo not given),-14,-4,0,6,-5,6,-2,3,1,3,-12
O=C(CCNC(=O)C1CCN(S(=O)(=O)c2ccccc2)CC1)NCc1ccc(Cl)cc1Cl,6,-1,-8,6,-5,-9,1,10,6,19,13
CCC(O)(CC)C(=O)NN(C(=O)CCl)c1ccccc1,12,7,2,23,11,5,4,8,-9,18,2
O=C(CCn1nc(-c2ccccc2)ccc1=O)N1CCOCC1,-5,-10,1,10,0,0,-4,-4,-4,-18,-4

# (listing goes on)
SMILES,NCOA2 inhibitor,TLR9-MyD88 inh,Granule exo inh,TWEAK-Fn14 inh,NCOA3 inh,NOD2 RIPK2 PPI,ABHD5-PLIN5 inh,SRC1 inh,NR2F2 inh,NR5A2 inv ag,TROY signal inh
CSc1ccc(OC2(C)CCN(Cc3ccccc3)C2)cc1 (stereo not given),1,/,-1,-9,-8,3,-2,-3,-6,17,-8
O=C(Nc1cccc(NC(=O)c2cccs2)c1)c1ccc2c(c1)OCO2,-15,3,-2,-2,9,-4,8,14,3,14,-67
COCCn1c(C)cc(C(=O)COC(=O)c2ccc(N3CCCC3=O)cc2)c1C,17,-8,-3,49,4,-3,4,6,-12,1,22
S=c1[nH]nc(Cc2cccs2)n1-c1ccccc1,-2,-2,-4,-9,17,-10,-7,-9,-11,-21,6
Cn1c(CNC(=O)c2ccco2)nnc1SCC(=O)Nc1cccc(F)c1,-15,-2,-1,-14,12,5,-1,3,-6,14,0
CCOC(=O)c1c(C)n(C)c2ccc(OC)c(NC(=O)CN3CCN(C(=O)c4ccco4)CC3)c12,-7,-8,-7,10,-4,-7,5,-5,7,-13,10
O=C(COC(=O)/C=C/c1ccccc1)NNC(=O)c1ccc([N+](=O)[O-])cc1,3,-1,-2,-13,8,-7,-7,3,10,19,-8
CN(CCc1ccccn1)C(=O)CCC1CCCN(C(=O)c2ccccn2)C1 (stereo not given),-28,-4,-1,0,7,-3,2,6,1,1,0
O=C(OCCCN=C1NS(=O)(=O)c2ccccc21)c1ccccc1,22,-1,-5,-13,7,-11,3,-5,9,-6,9

# An excerpt; rates above refer to the full screens.
